# CHO parental Ca = ATP-evoked calcium signal inhibitors, parental CHO, primary screen, counter-screen for OX1R antagonist project, cell-based, fluorescence, Fluo-8 calcium dye. parental CHO-K1, ATP-induced calcium, Fluo-8 fluorescence. inhibition, % at 5.6 µM. hit rate 0.63% among 330,000;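 active means inhibition above that plate's mean sample inhibition plus 3 SD, cut at about 26% in these data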;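 further: 0% = ATP-challenged DMSO wells and 100% = DMSO wells without ATP; some compounds past the cut are filed as inactive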
#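 Assay system: untransfected parental CHO cell line. Also added: ATP agonist challenge. Dosing: one dose, 5.6 µM nominal. Measured by: Fluo-8 fluorescence. Read-out: % inhibition. Benchmarks: ATP wells versus no-ATP DMSO wells. Repeats: no replicates.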
# M1 antag = human M1 muscarinic receptor antagonists, primary screen, CHO-K1 cells, Fluo-8 calcium fluorescence, 1536-well | Muscarinic acetylcholine receptor M1 (Homo sapiens), P11229 | CHO-K1 hM1, ACh EC80 antagonist | inhibition, % at 3 µM | hit rate 1.3% among 360,000 | AID 588852, 2011;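 active means percent inhibition above its own plate's cutoff, namely the mean of that plate's compound wells plus 3 SD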;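 further: peak over basal fluorescence ratio during 140 s after agonist addition; 0% = ACh EC80 plus DMSO and 100% = DMSO alone without agonist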
# Target sequence (P11229 whole entry, looked up): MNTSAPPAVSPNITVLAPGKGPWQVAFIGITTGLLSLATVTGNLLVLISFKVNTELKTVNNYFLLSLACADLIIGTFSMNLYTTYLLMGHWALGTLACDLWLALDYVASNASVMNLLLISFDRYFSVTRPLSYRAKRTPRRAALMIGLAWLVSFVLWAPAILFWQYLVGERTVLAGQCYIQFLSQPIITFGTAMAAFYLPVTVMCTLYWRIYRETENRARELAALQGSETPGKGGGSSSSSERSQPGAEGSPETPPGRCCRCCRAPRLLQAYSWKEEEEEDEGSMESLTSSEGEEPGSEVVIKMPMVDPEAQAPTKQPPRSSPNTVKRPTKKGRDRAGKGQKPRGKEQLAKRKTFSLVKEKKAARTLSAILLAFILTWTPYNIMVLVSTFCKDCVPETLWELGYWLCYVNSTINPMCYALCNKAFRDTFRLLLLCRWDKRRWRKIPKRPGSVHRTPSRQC
# CHO-K1 Ca antag = M1 antagonist counterscreen hit in parental CHO-K1 cells; inhibition, % at 3 µM; hit rate 0.6% among 360,000; ATP-induced calcium, Fluo-8 fluorescence;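 active means inhibition above a per-plate cutoff, the plate's mean sample inhibition plus 3 SD, cut at about 24% in these data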;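 further: 0% = DMSO plus EC80 ATP and 100% = DMSO alone without ATP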
# CHRM1 agonist = human M1 muscarinic receptor agonists, primary screen, Fluo-8 calcium fluorescence, CHO-K1 cells, HTS; Muscarinic acetylcholine receptor M1 (Homo sapiens), P11229; CHO-K1 hM1, agonist mode; 0% DMSO, 100% acetylcholine EC100; activation, % at 3 µM; hit rate 0.33% among 360,000;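 active means activation above the run's mean compound activation plus 3 SD, cut at about 16% in these data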;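 further: peak over basal fluorescence ratio within a 140 s kinetic read after compound addition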
# CHRM1 PAM = human M1 muscarinic receptor positive allosteric modulators, primary screen, CHO-K1 cells, Fluo-8 calcium fluorescence, 1536-well; Muscarinic acetylcholine receptor M1 (Homo sapiens), P11229; CHO-K1 hM1, ACh EC20; 0% = ACh EC20, 100% = maximal ACh; activation, % at 3 µM; hit rate 0.088% among 360,000; in the data active means activation above about 19%, passing the limit was not always enough
# TAAR1 antagonist = human TAAR1 antagonists, primary screen, Fluo-8 calcium fluorescence, CHO RD-HGA16 cells; AID 624466, 2012; hit rate 1.5% among 360,000; antagonist; inhibition, % at 3 µM;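 active means inhibition above a per-plate cutoff, the mean inhibition of test compounds on that plate plus 3 SD, cut at about 49% in these data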;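 further: 0% = DMSO plus EC80 beta-PEA response and 100% = DMSO alone without agonist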
# Target sequence (Q96RJ0 whole entry, looked up): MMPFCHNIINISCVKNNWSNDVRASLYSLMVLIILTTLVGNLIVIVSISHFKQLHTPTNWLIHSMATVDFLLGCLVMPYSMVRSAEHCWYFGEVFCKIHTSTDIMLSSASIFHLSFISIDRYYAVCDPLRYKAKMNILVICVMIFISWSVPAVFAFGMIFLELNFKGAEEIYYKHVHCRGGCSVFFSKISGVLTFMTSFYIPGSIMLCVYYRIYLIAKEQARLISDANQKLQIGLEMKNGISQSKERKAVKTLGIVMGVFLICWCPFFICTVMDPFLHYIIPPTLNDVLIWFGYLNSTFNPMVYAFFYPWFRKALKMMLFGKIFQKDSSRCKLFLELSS
#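 Assay system: CHO-derived RD-HGA16 cells stably expressing human TAAR1 plus Gα16. Timing: 140 s kinetic read after compound, 140 s after agonist. Technique: kinetic Fluo-8 calcium fluorescence measurement. Measure: % inhibition of agonist calcium response.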
# M1 PAM parental = nonselective calcium activators in parental CHO-K1 cells, primary screen, counter-screen for M1 PAM project, cell-based, Fluo-8 calcium fluorescence, full deck, 1536-well. ATP EC20; 0% at ATP EC20, 100% at ATP max. activation, % at 3 µM. hit rate 0.02% among 360,000. AID 602247, 2012;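 active means activation above the run cutoff, the mean activation of all test compounds plus 3 SD, cut at about 40% in these data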;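 further: peak over basal fluorescence ratio in a 140 s read after ATP addition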
# TAAR1 agonist = human TAAR1 agonists, primary screen, Fluo-8 calcium fluorescence, CHO RD-HGA16 cells. Trace amine-associated receptor 1 (Homo sapiens), Q96RJ0. vehicle wells 0%, saturating PEA agonist 100%. activation, % at 3 µM. hit rate 0.99% among 360,000;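 active means activation above the mean activation of all test compounds in the run plus 3 SD, cut at about 38% in these data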
#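 test system = CHO RD-HGA16 cells carrying human TAAR1 plus Gα16 | schedule = 17-24 h seeding, 75 min 37 °C dye, 30 min RT | compound dosing = 3 µM single concentration | control set = DMSO and PEA EC100 | replicates = n 1 | signal = Fluo-8 fluorescence, 5 s baseline then 140 s kinetic read | measure = percent activation vs PEA EC100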
# M1 ag parental = counter-screen for M1 agonists: effect in parental CHO-K1 cells; activation, % at 3 µM; AID 602248, 2012; Fluo-8 calcium fluorescence; scaled to maximal ATP response, vehicle zero; hit rate 0.48% among 360,000; in the data active means activation above about 15%;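 further: untransfected CHO-K1 host cells lacking M1 receptor as counterscreen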
# Starred values were filed as active, the others as inactive; / = no result given. Rows were taken by chance, and some 4.4% of all compounds hit somewhere here.
# Values in the order – CHO parental Ca, M1 antag, CHO-K1 Ca antag, CHRM1 agonist, CHRM1 PAM, TAAR1 antagonist, M1 PAM parental, TAAR1 agonist, M1 ag parental
COc1ccc(NC(=S)N2CCC(NC(=O)c3ccc(OC)cc3)CC2)cc1
 : -15, -7, -10, -4, 2, -2, 3, -1, 1.2
Cc1cc(C)cc(N=Cc2ccc([N+](=O)[O-])s2)c1
 : -3, -6, -15, -4, 6, 6, 26, 1, 0.8
O=C(CSc1ncccn1)N/N=C/c1cccs1
 : -7, -4, -5, -1, 4, -2, 11, 2, 0.0
O=c1oc2ccccc2cc1C1=Nn2c(nnc2-c2cccnc2)SC1
 : -5, -14, -10, 0, 5, -9, 25, 0, 0.3
CCC(C)(C(=O)NC1CCCCC1)N(Cc1ccco1)C(=O)Cc1cccs1 (stereo unspecified)
 : -19, 5, 7, 2, 15, 7, 12, -2, 0.2
Cc1nc2ccccc2c(=O)n1NC(=O)c1cc(Br)ccc1Cl
 : -19, -5, -9, -1, 4, 0, -4, 10, 1.4
CC1CCCN(C(=O)c2cccc(S(=O)(=O)N3CCCC3)c2)C1 (stereo unspecified)
 : -2, -10, -4, -3, 6, 9, -12, 13, 0.1
Cc1ccc(CNC(=O)c2c(-c3ccccc3Cl)noc2C)cc1
 : -8, -5, 3, -6, 9, -3, 16, -2, -0.3
Cc1ccc2nc(-c3cccc(Br)c3)c(CC3CCCCC3)n2c1
 : /, -17, -15, -6, -3, -16, 8, 2, 0.4
O=C(CC1SCCNC1=O)Nc1cc(Cl)cc(Cl)c1 (stereo unspecified)
 : -10, -11, 6, -3, 6, -13, 2, 8, 0.1
CCN=C(NCC)SC1CC(=O)N(c2ccccc2)C1=O (stereo unspecified)
 : -16, 25*, 20, 3, -17, 51*, -2, 26, 5.9
CCC(=O)NCCNc1nc2cc(C)c(C)cc2cc1C#N
 : 13, -11, -6, -4, 8, 5, -7, 10, 0.0
COc1cc(NC(=S)N2CCC(C(N)=O)CC2)c(OC)cc1Cl
 : 5, -2, -3, -5, 3, 10, 19, -1, 0.5
Cc1cc(C(=O)Nc2c(F)c(F)c(F)c(F)c2F)n(-c2ccccc2)n1
 : -11, 0, -3, -9, 4, 5, 10, -1, 0.5
O=c1cc(-c2ccccc2)nc2cc(-c3ccco3)[nH]n12
 : -3, -15, -13, -1, 8, -6, 5, 1, 1.7
O=C(NC1CCCC1)C(c1ccncc1)N(Cc1ccccc1)C(=O)Cc1cccs1 (stereo unspecified)
 : -28, -16, -16, -1, 9, -11, 15, 10, 1.6
O=C(CN1C(=O)NC(Cc2c[nH]c3ccccc23)C1=O)NCCc1ccccc1 (stereo unspecified)
 : -6, -4, -2, 2, 10, 5, -7, -1, 0.6
S=C(NC1CCCC1)NC1CC1
 : -2, -5, 2, -4, 7, -16, -6, 2, -0.5
CC1(C)Cc2cccc(OCC(O)CN3CCN(c4ccccn4)CC3)c2O1 (stereo unspecified)
 : /, -21, -13, -6, 2, 4, 14, 7, 1.7
Oc1c(Br)cccc1/C=N/Nc1c(F)c(F)c(F)c(F)c1F
 : -5, -3, -3, -3, -5, 17, 23, 13, 1.3
CCOc1ccccc1NC(=O)COC(=O)C(CC(C)C)N1C(=O)C2CC=CCC2C1=O (stereo unspecified)
 : -18, -1, -6, -8, 4, 22, 16, -2, 3.4
COc1cccc(CN(C(=O)c2ccco2)C(C(=O)NC2CCCC2)c2cccnc2)c1 (stereo unspecified)
 : -10, -11, -9, -2, 8, -15, 5, 3, 0.3
COc1ccc(OCc2csc(N)n2)cc1
 : -13, 2, -13, -3, 5, -10, 12, 0, 0.8
N#Cc1cc(Oc2ccc(Cl)cc2)c(N2CCOCC2)cc1C#N
 : -18, -7, 7, -5, 3, -13, -4, 10, 0.2
CCOC(=O)c1c(C)[nH]c(C(=O)CSc2nnc(-c3ccncc3)n2CC)c1C
 : -13, -14, -18, -4, 12, -5, 11, 4, 1.3
Cc1cccn2c(CN3CCCN(C=O)CC3)c(C(=O)N(C)CCc3ccccc3)nc12
 : -20, -7, 0, -5, 4, 8, 2, 6, 0.3
CC1CCC(N2CCN(S(=O)(=O)Cc3ccccc3)CC2)CC1 (stereo unspecified)
 : -11, 3, 1, -9, -5, -20, -1, 5, 1.3
CC(=O)N1CC(C)Sc2ccc(S(=O)(=O)NCc3ccc(Cl)cc3)cc21 (stereo unspecified)
 : 3, 15, -4, 1, -6, 25, 7, 3, 15
CC1=C(C(=O)OCC2CCCO2)C(c2ccccc2)C2=C(CC(C)(C)CC2=O)N1 (stereo unspecified)
 : -10, -13, -5, -6, 12, -10, 12, 5, 0.1
CCOCc1cnc(C)nc1NCC(=O)c1c(C)[nH]c2ccc(OC)cc12
 : -6, 6, -21, -5, -2, 2, 3, 0, -0.1
Cc1cc(S(=O)(=O)N2c3ccc(F)cc3CCC2C)ccc1-n1cnnn1 (stereo unspecified)
 : -5, -2, -24, -5, 5, 8, 11, -1, 1.5
O=C1N=C(N2CCOCC2)S/C1=C/c1cc2c(cc1[N+](=O)[O-])OCO2
 : -22, -6, -4, -3, 9, -36, 1, 1, 0.9
Cn1nnc(NC(=O)c2cccc([N+](=O)[O-])c2)n1
 : -3, -14, -4, -1, 12, -24, 14, 5, 0.2
Clc1cccc(C2Nc3cccc4cccc(c34)N2)c1
 : -11, -15, -5, -1, 13, -15, 18, 0, 0.9
COc1ccc(C(=O)Cn2cnc3ccc(Cl)cc3c2=O)cc1F
 : 22, -1, -3, -3, 2, 4, -7, -2, 1.7
Cc1cc(NC(=O)CCC(=O)N(CC(=O)NC2CCCC2)Cc2ccc(F)cc2)no1
 : -12, 0, -1, -4, 0, 6, 0, 14, -0.1
CC(C)CNC(=O)c1ccc(NC(=O)c2cccs2)cc1
 : -9, -7, 2, -4, 4, -8, 10, 3, 1.1
Cc1ccc(S(=O)(=O)N2[C@@H](c3ccc(Br)cc3)C(C(=O)O)=C[C@H]2CC2CCCC2)cc1
 : -15, -6, 1, -8, 4, 2, 9, -2, 1.7
Cc1ccc2cc(CCNC(=O)c3ccc(Br)o3)c(=O)[nH]c2c1
 : -25, -3, -17, -2, 0, 13, 16, 6, 2.7
Cc1nc(N)c(Cc2ccc(Cl)cc2Cl)c(N)n1
 : -4, 32, 11, 1, -27, 3, 2, 9, 14
Nc1cc(=O)[nH]c(SCC(=O)NCC2CCCO2)n1 (stereo unspecified)
 : -6, -4, -11, -2, 6, -21, 0, 1, 0.4
C=CCOc1c(Cl)cc(CNc2ccc(N(C)C)cc2)cc1OC
 : -4, -6, -8, -8, 10, -14, 14, 2, -0.1
CCOC(=O)C1(Cc2ccccc2C)CCCN(C(=O)c2sccc2C)C1 (stereo unspecified)
 : -12, -12, -14, -2, 3, -20, 6, 6, 4.8
COC(=O)c1cc(COC(=O)c2cccnc2SC)oc1C
 : -9, 4, -1, -2, -1, 8, 13, 14, 0.3
N#Cc1c(NCCCO)nc(NCc2ccccc2)c2c1CCN(Cc1ccccc1)C2
 : -6, 17, -4, -1, -9, 55*, 18, 17, 3.6
Cc1ccc(NC(=O)CSc2n[nH]c(=O)n2C2CC2)cc1S(=O)(=O)N1CCOCC1
 : -10, 0, 6, -6, -2, 3, -8, 0, 0.4
COc1ccc(N2CCN(C(=O)CSc3nnc4c(C)cc5ccc(C)c(C)c5n34)CC2)cc1
 : 4, 6, -6, -7, -4, 0, -3, 3, 0.2
Cc1ccc(C(=O)C2CCN(S(=O)(=O)c3c(C)noc3C)CC2)cc1
 : -15, -3, -5, -5, 0, -34, 16, -2, 1.7
CCOc1ccccc1CNn1cnnc1
 : -4, -7, -7, -3, 5, -4, 16, 4, 0.9
Cc1ccc(C(=O)NCc2nc3ccccc3[nH]2)o1
 : -11, -8, 16, -1, 6, -20, -15, 1, 0.1
CCN(c1ccccc1)S(=O)(=O)c1cccc(C(=O)O)c1
 : -6, -2, -10, 1, 9, 0, 7, 1, -0.5
O=C(CSc1nc2cc(S(=O)(=O)N3CCOCC3)ccc2o1)NC1CCCc2ccccc21 (stereo unspecified)
 : -2, -2, -4, -2, 2, 1, 14, 2, 2.9
CCOc1ccccc1NC(=O)Nc1cccc(NC(C)=O)c1
 : -6, -12, -2, -2, 6, 7, 13, 0, 1.7
CCCn1nnc(NC(=O)/C=C/c2ccco2)n1
 : 1, 4, 4, 0, 0, -6, -3, 6, 1.7
COc1ccc(NC(=O)C2CCCN2S(=O)(=O)c2ccc3c(c2)C(C)(C)C(=O)N3C)cc1 (stereo unspecified)
 : /, -16, -14, -3, 11, -8, 26, 0, -0.3
COc1ccc(N2CCN(C(=O)c3c(-c4c(F)cccc4Cl)noc3C)CC2)cc1
 : -19, 3, -10, -1, 2, -5, -2, 1, 1.4
CC(C)c1ccc(N(CC(=O)NN=C2CCN(C)CC2)S(=O)(=O)c2ccccc2)cc1
 : -26, -2, -4, -3, 3, -2, -1, 0, -0.2
CCOC(=O)c1c(C)[nH]c(C(=O)OCC(=O)NCc2ccccc2)c1C
 : -19, 12, 4, -1, -8, 4, -10, 3, 0.0
O=C1N(Cc2cccnc2)C[C@@H]2C[C@@H](c3cccc(C(F)(F)F)c3)N3CCC[C@@]123
 : -14, -5, 6, -11, 10, -2, 13, 1, 0.0
CC1CCCCC12NC(=O)N(CC(=O)NCc1cccs1)C2=O (stereo unspecified)
 : /, -5, 25*, -5, 1, -6, -5, 2, 1.8

# (list continues)
# Values in the order – CHO parental Ca, M1 antag, CHO-K1 Ca antag, CHRM1 agonist, CHRM1 PAM, TAAR1 antagonist, M1 PAM parental, TAAR1 agonist, M1 ag parental
Cc1ccc(OCc2cc(C(=O)NCc3ccc(OC(F)(F)F)cc3)no2)cn1
 : -8, 1, 4, 6, -8, 48, 18, 41*, 12
Cn1cc(C(=O)c2ccc(Cl)cc2Cl)cc1C=O
 : -7, -7, -1, -9, 11, -15, 16, 2, 1.8
OCCN(Cc1ccccc1)C(=S)Nc1ccc(F)cc1
 : -12, -4, -11, -3, 6, 15, -22, -2, 0.9
CCCCCCNC(=O)CCCCCNS(=O)(=O)c1ccc(OC)cc1
 : -14, 14, 8, -5, -7, 0, -6, -1, 7.4
CC(C)c1ccc(NC2CCCN(C(=O)c3cnsn3)C2)cc1 (stereo unspecified)
 : -10, -9, -19, -4, 4, -18, 20, 2, 2.3

# Single values from the list:
# `Cc1ccc(OCc2cc(C(=O)NCc3ccc(OC(F)(F)F)cc3)no2)cn1` in CHRM1 PAM: -8
# `COc1ccc(N2CCN(C(=O)c3c(-c4c(F)cccc4Cl)noc3C)CC2)cc1` in M1 antag: 3
# `O=C(CSc1ncccn1)N/N=C/c1cccs1` in CHO parental Ca: -7

# Bioassay records as filed in PubChem BioAssay.
